Mtb RmlCD inh: M. tuberculosis RmlC/RmlD coupled enzyme inhibitors, primary screen, biochemical, compound mixtures, 384-well, from 1536-well plates. dTDP-4-dehydrorhamnose reductase (Mycobacterium tuberculosis (strain ATCC 25618 / H37Rv)) …. RmlC+RmlD coupled enzyme assay, percent inhibition; primary screen in compound mixtures. inhibition, % at 3.6 µM. 160,000 tested, 0.03% active. AID 1533, 2009; in the data active means inhibition mostly above about 34%, no sharp cut-off; further: some results filed as inactive read as strong as hits
Target sequence (P9WH09 whole entry, looked up): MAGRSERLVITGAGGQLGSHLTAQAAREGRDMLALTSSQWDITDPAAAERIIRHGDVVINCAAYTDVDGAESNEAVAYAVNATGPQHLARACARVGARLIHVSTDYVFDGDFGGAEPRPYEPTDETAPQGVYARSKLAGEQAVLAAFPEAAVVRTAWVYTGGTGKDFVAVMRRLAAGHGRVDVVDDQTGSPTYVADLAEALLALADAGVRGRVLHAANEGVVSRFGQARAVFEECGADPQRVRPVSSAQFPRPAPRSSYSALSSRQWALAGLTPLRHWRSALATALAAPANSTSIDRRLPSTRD
Target sequence (P9WH11 whole entry, looked up): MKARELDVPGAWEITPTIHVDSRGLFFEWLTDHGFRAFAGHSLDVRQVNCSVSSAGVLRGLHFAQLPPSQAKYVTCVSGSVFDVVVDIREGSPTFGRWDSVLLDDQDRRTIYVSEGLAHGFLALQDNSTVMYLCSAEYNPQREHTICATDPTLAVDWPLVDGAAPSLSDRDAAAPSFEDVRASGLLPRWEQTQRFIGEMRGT
GlmU inhibition: inhibition of mycobacterial GlmU enzyme – biochemical, glucosamine-1-phosphate acetyltransferase (AID 1376); Bifunctional protein GlmU (Mycobacterium tuberculosis (strain ATCC 25618 / H37Rv)); M. tuberculosis GlmU acetyltransferase enzyme assay; higher % means a stronger effect; one-dose inhibition, %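 (tested at 30 µM in the primary screen)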; IC50 in µM for titrated hits; 220,000 tested, 0.25% active; in the data active means inhibition above about 13%;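 further: 0% = complete reaction with vehicle and 100% = reaction without substrate; strong numbers were not always called active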
An asterisk follows results filed as active; . = not tested or not shown.

SMILES | Mtb RmlCD inh | GlmU inhibition
CC12CCC(C(=O)N(CSC(=S)N/N=C\c3ccccc3Cl)C1=O)C2(C)C (stereo not given) | . | 2.9%
C=CCn1c2ccccc2c2nnc(SCc3ccc4nonc4c3)nc21 | -3.0 | 8.0%
COc1cccc(CNC(=O)N[C@@H](C)C(=O)O)c1 | 7.6 | 2.6%
COc1ccc(C(=O)/C=C/c2cccs2)c(OC(=O)c2cccc([N+](=O)[O-])c2)c1 | 4.2 | 0.1%
O=C(c1cc2ccccc2oc1=O)N(Cc1cccs1)Cc1cccs1 | . | -6.2%
COc1ccc(/C=C2\SC(=NCc3ccccc3)N(Cc3ccccc3)C2=O)cc1OC | 7.3 | 2.2%
O=C(c1ccc2c(c1)OCO2)C1CCCN(C2CCN(CCc3ccccc3)CC2)C1 (stereo not given) | 11.9 | 1.4%
C=C(C)CN=C1SC(C(=O)Nc2sc3c(c2C(=O)OC)CCC3)C(N)=C1C(N)=O (stereo not given) | -0.3 | -1.9%
O=C(Oc1ccc([N+](=O)[O-])cc1)N1CCC(N2CCCCC2)CC1 | . | -8.9%
CC(C)C1(C(C)C)OC(=O)c2ccccc21 | 0.6 | 2.5%
c1ccc2c(c1)nc1n2CCS1 | 0.1 | -6.6%
O=C(CCCSc1nc2ccccc2[nH]1)NC(c1ccccc1)c1ccccc1 | 6.8 | 1.8%
COc1ccc(OC)c(NS(=O)(=O)c2ccc(NC(=O)C3COc4ccccc4O3)cc2)c1 (stereo not given) | . | -1.6%
O=S(=O)(NC1CCCc2ccccc21)c1cnc[nH]1 (stereo not given) | -6.8 | 4.5%
O=S(=O)(c1ccc2c(c1)OCCO2)N1CCC(n2cnc3cc(F)ccc32)CC1 | . | 2.7%
O=C(CNC(=O)Cc1ccccc1)N=Nc1c(O)n(Cc2ccc3c(c2)OCO3)c2ccccc12 | 22.4 | -0.7%
O=C1CCN(Cc2ccccc2)S(=O)(=O)c2ccccc21 | . | 2.0%
COCCNC(=O)CC(NS(=O)(=O)c1ccc(C)cc1)c1ccco1 (stereo not given) | . | 5.7%
CCN1C(=O)N[C@@H](CCc2ccccc2)C(C(=O)OC)=C1C | . | -4.4%
CO[C@H]1[C@@H](OC)CC(OC2OC(CO)C(O)C(O)C2O)/C(=C\C#N)[C@@H]1O (stereo not given in full) | . | 0.2%
CCC(C)(C)NC(=O)C(c1cccnc1)N(CCOC)C(=O)Cn1nnc2ccccc21 (stereo not given) | -3.3 | 1.0%
O=S(=O)(NC1CC1)c1ccc(S(=O)(=O)N2CCc3ccccc32)cc1 | 11.0 | -1.4%
CCOn1c(=O)c(-c2cccc([N+](=O)[O-])c2)[n+]([O-])c2ccccc21 | 8.8 | -0.6%
Clc1ccc(CSc2ncnc3nc[nH]c23)cc1 | 23.3 | 0.8%
Cc1ccc(S(=O)(=O)N2CCCCC2)cc1NC(=O)COC(=O)CNC(=O)c1cc(Cl)cc([N+](=O)[O-])c1 | 0.7 | -0.7%

Looked up by compound from the entries so far, 5 records:
SMILES | Mtb RmlCD inh | GlmU inhibition
COc1ccc(C(=O)/C=C/c2cccs2)c(OC(=O)c2cccc([N+](=O)[O-])c2)c1 | 4.2 | 0.1%
CC12CCC(C(=O)N(CSC(=S)N/N=C\c3ccccc3Cl)C1=O)C2(C)C (stereo not given) | . | 2.9%
O=C(c1ccc2c(c1)OCO2)C1CCCN(C2CCN(CCc3ccccc3)CC2)C1 (stereo not given) | 11.9 | 1.4%
COCCNC(=O)CC(NS(=O)(=O)c1ccc(C)cc1)c1ccco1 (stereo not given) | . | 5.7%
COc1ccc(/C=C2\SC(=NCc3ccccc3)N(Cc3ccccc3)C2=O)cc1OC | 7.3 | 2.2%

(more compounds)
SMILES | Mtb RmlCD inh | GlmU inhibition
Cc1ccc(OC(=O)CCc2c(C)nc3ncnn3c2C)cc1 | 1.8 | -1.2%
Cc1ccc(NS(=O)(=O)c2ccc(CCC(=O)NCc3cccnc3)cc2)cc1 | -8.3 | 6.3%
O=C(CSc1ccc(-c2ccccc2)nn1)Nc1ccc2c(c1)OCCO2 | . | 1.9%
CCCNc1nc(C)c(C(C)=O)cc1C#N | . | 7.3%
CC1(C)CC(=O)C2=C(C1)N=C1SCCC(=O)N1C2c1cccc([N+](=O)[O-])c1 (stereo not given) | -15.2 | 0.6%
N#Cc1cc2c(nc1Cl)CCC2 | 1.5 | -1.3%
COc1ccc(/C=N\NC(=O)c2sc(N)nc2C)cc1OC | -15.3 | 1.5%
CCOC(=O)C(Cc1ccccc1)C(=O)Nc1ccc(N(CC)CC)cc1 (stereo not given) | 7.2 | -5.9%
CC(OC(=O)CCc1nc(=O)c2ccccc2n1C)C(=O)NCc1ccc2c(c1)OCO2 (stereo not given) | . | -3.9%
CCOC(=O)C1=C(C)NC(=S)NC1c1ccsc1 (stereo not given) | . | 1.2%
CCCOC(=O)Nc1sc2c(c1C(=O)OCC)CCC2 | 2.0 | -2.7%
NNC(=O)c1ccc(CSc2cccc3cccnc23)cc1 | -10.2 | 7.1%
CC1=CC(c2ccc(Cl)cc2)n2nc(NS(=O)(=O)c3ccc(C)cc3)nc2N1 (stereo not given) | . | -0.4%
O=P(NCc1ccccc1)(Oc1ccccc1)Oc1ccccc1 | 10.7 | 1.7%
CCN1CCN(c2cc(C)c3cc(NC(=S)NCCCN4CCc5ccccc5C4)ccc3n2)CC1 | -8.2 | -9.6%
O=C(CSCc1ccc(F)cc1)NCc1ccc2c(c1)OCO2 | . | 2.1%
Cc1occc1C(=O)Nc1nnc(-c2cccs2)s1 | . | 1.6%
COc1ccc(NC(=O)NCCc2cccc(Cl)c2)cc1OC | 3.1 | -1.9%
COc1cc(C(=O)N2CCN(S(=O)(=O)c3cccs3)CC2)cc(OC)c1C | 3.5 | -0.2%
CCOC(=O)c1cnc(-n2cc(C)cn2)nc1Nc1ccccc1OCC | 12.2 | 2.3%
O=C1c2ccccc2C(=O)N1OCCOCCOCCON1C(=O)c2ccccc2C1=O | 7.7 | 0.8%
CCOC(=O)N1[C@@H]2C=C(C)[C@@H]2[C@@H]2[C@@H](C)C(=O)N21 | . | -3.5%
Cc1onc(C(=O)N2CCN(Cc3ccccc3)CC2)c1[N+](=O)[O-] | . | 4.1%
CN(C)S(=O)(=O)c1ccc(NC(=O)N2CCN(c3ccccc3Cl)CC2)cc1 | -11.7 | 1.4%
CCCn1c(N2CCOCC2)nc2c1c(=O)[nH]c(=O)n2C | 14.5 | -3.5%

Brought forward from above: 4 entries, then new ones.
SMILES | Mtb RmlCD inh | GlmU inhibition
CCOC(=O)N1[C@@H]2C=C(C)[C@@H]2[C@@H]2[C@@H](C)C(=O)N21 | . | -3.5%
Cc1onc(C(=O)N2CCN(Cc3ccccc3)CC2)c1[N+](=O)[O-] | . | 4.1%
CN(C)S(=O)(=O)c1ccc(NC(=O)N2CCN(c3ccccc3Cl)CC2)cc1 | -11.7 | 1.4%
CCCn1c(N2CCOCC2)nc2c1c(=O)[nH]c(=O)n2C | 14.5 | -3.5%
O=C(Cc1cccs1)Nc1cccc(C(=O)Nc2ccco2)c1 | 6.5 | -4.1%
COc1ccc(OC)c(C2N(c3ccccn3)C(=O)C3CCCN32)c1 (stereo not given) | -4.4 | -1.1%
COc1cc(NC2c3ccccc3C(=O)N2c2cc(C)ccn2)cc(OC)c1OC (stereo not given) | -4.9 | 2.4%
CCC/C=C(\CCC)C(NS(=O)(=O)c1ccc(C(F)(F)F)cc1)c1ccccc1 (stereo not given) | . | 0.3%
CC(C)C[C@H]1C(=O)N2CCC[C@H]2[C@]2(O)O[C@](NC(=O)[C@@H]3C=C4c5cccc6[nH]c(Br)c(c56)CC4N(C)C3)(C(C)C)C(=O)N12 (stereo not given in full) | . | 1.1%
CSCC(=O)Nc1cc(C)on1 | 1.1 | -1.8%
FC(F)(F)c1cc(-c2cccs2)nc(N2CCOCC2)n1 | -10.8 | -3.9%
CCc1c(C)sc(NC(=O)/C=C/C(=O)O)c1C(N)=O | -10.2 | -3.5%
O=C(CSc1oc(-c2ccc(F)cc2)nc1S(=O)(=O)c1ccc(F)cc1)NCC1CCCO1 (stereo not given) | . | 1.2%
Cc1sc2c(c1C)C(c1cccs1)=NCC(=O)N2CC(=O)NCc1cccs1 | -15.7 | -1.2%
N#Cc1c(-c2ccco2)cc(-c2ccc(F)cc2)nc1N | -5.2 | -0.5%
O=C(N/N=C/c1ccc(-c2ccccc2C(=O)O)o1)c1cccs1 | 2.6 | 15.7%
O=S(=O)(NCc1ccccn1)c1ccc2c(c1)OCCO2 | . | 10.6%
COc1ccc(-c2cc(C(F)F)n3ncc(C(=O)NCC4CCCO4)c3n2)cc1 (stereo not given) | 2.4 | 1.5%
Cc1ccc(S(=O)(=O)N/N=C/c2cn(C)nc2C)cc1 | 0.8 | 0.8%
CCn1c(C)nc2cc(C(=O)NNC(=S)Nc3ccc(Cl)cc3Cl)ccc21 | 10.7 | 4.2%
NS(=O)(=O)c1cc2c(cc1Cl)NC(Cc1ccccc1)NS2(=O)=O (stereo not given) | 2.2 | -2.5%
CCOc1cc(NC(=S)NCCCN2CCOCC2)c(OCC)cc1NC(=O)c1ccc(OC)cc1 | . | 2.1%
CCCCCC(=O)Nc1ccc(Cl)cn1 | . | -2.6%
COc1ccc(NS(=O)(=O)c2ccc(NC(=O)C(C)(C(F)(F)F)C(F)(F)F)cc2)nn1 | -4.4 | -0.2%
O=C(CN1C(=O)NC2(CCCCCCC2)C1=O)N1CCOCC1 | . | 7.9%
CCOC(=O)C1CCCN(C(=O)CN2C(=O)C(CC)Oc3ccc(C)cc32)C1 (stereo not given) | . | -1.1%
Cc1ccc(CSc2nnc(-c3cccnc3)n2N)cc1 | 20.4 | 0.8%
O=C(Nc1nc2ccccc2[nH]1)c1ccccc1 | . | 4.7%
CCOC(=O)NC1CCS(=O)(=O)C1 (stereo not given) | . | 1.4%
Next section
SMILES | Mtb RmlCD inh | GlmU inhibition
CN(Cc1ccccc1)CC(O)COc1ccc(CNCc2ccc(Cl)s2)cc1 (stereo not given) | . | -1.9%
COc1cc(CN2CCN(C(=O)CC(C)C)CC2)cc(OC)c1OC | -6.7 | -3.1%
CCn1nnnc1SCC(=O)Nc1ccc2c(c1)OCO2 | . | -5.5%
C=CCn1c[n+](CC(=O)c2ccc(Br)s2)c2ccccc21 | 4.4 | 5.7%
O=C(NCc1ccco1)c1ccc(CS(=O)(=O)Cc2ccc(Cl)cc2)o1 | 8.8 | 0.2%
O=C(C1=C(O)C(=O)N(CCc2ccccc2)C1c1ccncc1)c1cc2ccccc2o1 (stereo not given) | -8.6 | 0.1%
Cc1cc([N+](=O)[O-])nn1Cc1ccc(F)cc1 | . | -7.2%
CCCN(Cc1cc2cc(C)ccc2[nH]c1=O)C(=O)c1cccc([N+](=O)[O-])c1 | 5.4 | -5.8%
Cn1cnnc1Sc1ccc(C(=O)NCCC(c2ccccc2)c2ccccc2)cc1[N+](=O)[O-] | 20.1 | -3.6%
O=C(Cc1ccc2c(c1)CCCC2)Nc1ccc2ccccc2c1 | 3.0 | 7.2%
CCn1nnnc1SCC(=O)N1CCCc2ccccc21 | . | 7.9%
COc1ccccc1C(=O)NCC1CCN(c2ccc(S(=O)(=O)N3CCOCC3)cc2)CC1 | -4.8 | -1.9%
CCOC(=O)C1CCCN(CCC(C)c2ccccc2)C1 (stereo not given) | . | -2.0%
COc1ccc(Br)cc1CNC(=O)CCc1nc(-c2ccc(C)cc2)no1 | 1.2 | -0.1%
O=C1c2ccccc2-c2onc3ccc(N4CCCC4)c1c23 | 12.2 | 3.3%
O=C(NCC1CCCO1)NC12CC3CC(CC(C3)C1)C2 (stereo not given) | 3.7 | -2.0%
O=C(OCc1cc(Cl)ccc1OC(F)F)c1cc(S(=O)(=O)O)ccc1O | -4.7 | -1.2%
Cc1ccc(NC(=O)c2ccc(-n3cccn3)c([N+](=O)[O-])c2)cc1 | 19.9 | -2.6%
Cc1ccc(Cl)cc1NC(=O)Cn1cc(C(F)(F)F)cc(Cl)c1=O | . | 2.4%
CNNC(=O)C(C)NC(=O)c1ccc(Br)cc1 (stereo not given) | . | 3.3%
CCc1nc2ccc(C(=O)Nc3ccc(NC(C)=O)cc3)cc2nc1CC | 5.4 | 3.0%
O=C(Nc1ccc(N2CCOCC2)cc1)c1cccc(S(=O)(=O)N2CCCC2)c1 | . | 5.5%
COc1ccc(-c2nnn(CC(=O)N(CCO)C(C(=O)NC3CCCC3)c3ccncc3)n2)cc1 (stereo not given) | -15.4 | 5.8%
Cc1cc(NC(=O)C2CCCC2)nc2c1c(=O)oc1ccccc12 | 42.4 | 6.2%
COc1ccc(NC(=O)/C(C#N)=C/c2c(C)nn(-c3ccc(F)cc3)c2Cl)cc1OC | 11.2 | 1.9%

A different layout for part of the listing above:
SMILES,Mtb RmlCD inh,GlmU inhibition
O=C(Nc1ccc(N2CCOCC2)cc1)c1cccc(S(=O)(=O)N2CCCC2)c1,.,5.5%
COc1ccc(-c2nnn(CC(=O)N(CCO)C(C(=O)NC3CCCC3)c3ccncc3)n2)cc1 (stereo not given),-15.4,5.8%
Cc1cc(NC(=O)C2CCCC2)nc2c1c(=O)oc1ccccc12,42.4,6.2%

Going on with the list.
SMILES | Mtb RmlCD inh | GlmU inhibition
CC(C)(C)c1ccc(-c2noc(CCC(N)=O)n2)cc1 | 12.5 | 0.6%
Cc1ccc(-n2ncc(C(=O)Nc3cc(Cl)cc(Cl)c3)c2C2CCNCC2)cc1C | -1.2 | -13.2%
COc1ccc(NC(=O)n2nc(OC(=O)c3cccs3)cc2N)cc1 | . | 0.5%
O=C(Cn1nnc(-c2ccccc2)n1)N/N=C/c1cc([N+](=O)[O-])ccc1O | -8.4 | 3.8%
COc1cccc(C(=O)Nc2cccc(C(=O)N3CCOCC3)c2)c1 | 9.1 | 0.1%
Cc1cccc(N=N/C(=C\O)C(=O)c2ccc(Br)cc2)c1 | -12.3 | -2.3%
CCn1cc(C2C3=C(CC(C)(C)CC3=O)N(c3ccccc3)C3=C2C(=O)CC(C)(C)C3)c(C)n1 | -4.0 | -2.7%

Screens from PubChem.

Only part of the results is shown; rates above refer to the full screens.
